Shiga toxin inh – blocks Shiga toxin action in Vero cells. Vero cells, Shiga toxin protein synthesis inhibition reporter. inhibition, % at 38.7 µM. 290,000 tested, 9.2% active. AID 2315; in the data active = inhibition mostly above about 28%, no sharp cut-off; inactive = mostly below about 43%; note: 0% is about no effect
CHX counter – counter-screen hit for Shiga toxin inhibitors, cycloheximide | 300,000 tested, 12% active | cell reporter, cycloheximide protein synthesis inhibition counterscreen | max response, %; in the data active = max response mostly above about 13%, no sharp cut-off; inactive = mostly below about 14%; note: read at 38.3 µM for the half of the compounds with a filed dose; 0% is about no effect
Pf growth 96h – inhibits malaria parasite growth, 96 h; 320,000 tested, 6.9% active; AID 504834; Potency, µM (titrated, usually from 28.7 µM), for the others: top-dose activity change, negative = inhibition, actives largely listed as inhibitors; P. falciparum luciferase reporter growth, 96 h; note: potency is the fitted concentration of half-maximal effect; % is set by controls: 0 for no effect and ±100 for the full control effect
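96 h incubation, 37 C, 5% CO2, of luciferase-reporter P. falciparum-infected RBCs (2% hematocrit, 0.05% parasitemia final) with test compounds; endpoint luminescence.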
Pf growth 48h – P. falciparum growth inhibition at 48 hours (one generation). 310,000 tested, 5.9% active. P. falciparum luciferase growth in erythrocytes, 48 h. Potency, µM (series often up to 28.7 µM), inactives show at the top dose activity change, negative = inhibition, actives largely listed as inhibitors; note: potency is the fitted concentration of half-maximal effect; % is set by controls: 0 for no effect and ±100 for the full control effect
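Luciferase-expressing parasites in RBCs, 2% Hct / 0.1% parasitemia final; RPMI 1640 + 0.5% Albumax; 37 C, 5% CO2, one generation; luminescence read-out, lower signal = inhibition.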
Sm TGR inh – inhibitors of Schistosoma mansoni thioredoxin glutathione reductase | AID 485364 | Potency, µM (series often up to 114 µM), inactives show at the highest dose activity change, negative = inhibition, usual class: inhibitors | Q962Y6 | 360,000 tested, 3% active | purified TGR, DTNB reduction, TNB absorbance 405 nm; note: potency is the fitted concentration of half-maximal effect; % is set by controls: 0 for no effect and ±100 for the full control effect; nearly all actives have a fitted effect of over 60% in size
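First, TGR (20 nM dispensed) and NADPH were mixed with compound. Second, a 15 min room-temperature incubation followed. Third, further NADPH and then DTNB were added to start the reaction. Finally, TNB absorbance was monitored kinetically.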
Giardia FBPA inh – inhibitors of Giardia lamblia fructose-1,6-bisphosphate aldolase | A8B2U2 | purified Giardia FBPA | Potency, µM (top dose mostly 59.6 µM), for inactives: at the highest dose activity, negative = inhibition, hits mostly inhibitors | 290,000 tested, 0.71% active; note: potency is the fitted concentration of half-maximal effect; % is set by controls: 0 for no effect and ±100 for the full control effect; nearly all actives have a fitted effect of over 55% in size
Target sequence (A8B2U2 whole entry, looked up): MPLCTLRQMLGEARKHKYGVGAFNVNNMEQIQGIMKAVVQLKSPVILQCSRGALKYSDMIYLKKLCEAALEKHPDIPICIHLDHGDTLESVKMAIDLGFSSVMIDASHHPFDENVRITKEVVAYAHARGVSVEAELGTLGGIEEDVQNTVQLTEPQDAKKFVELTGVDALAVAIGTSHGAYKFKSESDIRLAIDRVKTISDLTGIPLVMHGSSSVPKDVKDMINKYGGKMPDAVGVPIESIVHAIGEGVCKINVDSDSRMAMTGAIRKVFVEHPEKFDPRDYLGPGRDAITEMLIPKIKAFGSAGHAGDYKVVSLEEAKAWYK
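40 nM FBPA preincubated 10 min at RT with compound (up to 57.5 uM final), then substrate plus GAPDH/TPI/NAD/arsenate coupling and diaphorase/resazurin added. Fluorescence read after 20 min at RT, 525/598 nm.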
Numbers without * were called inactive; ? = inconclusive; . = no result given; & = joins results of further samples; [ ] = dose if it differs, or a comment. Unless noted, calls come from the whole dose curve; as a rule, active = well fitted curve in the direction sought with a large enough effect; inconclusive = small, poorly fitted or top-dose-only effect, or another doubt; inactive = no such curve, though single readings can be large; an effect the other way counts as inactive or inconclusive. Hits appear at their usual frequency. About 24% of those tested had a hit in this group.

| SMILES | Shiga toxin inh | CHX counter | Pf growth 96h | Pf growth 48h | Sm TGR inh | Giardia FBPA inh |
| --- | --- | --- | --- | --- | --- | --- |
| CCCNC(=O)COCc1cc(-c2ccc3c(c2)OCO3)on1 | 36* | 29* | -6% | 14%[0.00184 µM] | 2% | -5% |
| COCCCN(C(=S)Nc1c(C)cc(C)cc1C)C(C)c1ccncc1 (configuration not stated) | -9 | 0 | 18% | -29% | -19% | 5% |
| O=[N+]([O-])c1ccc2nc(NS(=O)(=O)c3ccccc3[N+](=O)[O-])sc2c1 | 3 | 8 | ? | 38% | -10% | 24% |
| Cc1cc(C)nc(N(C#N)Cc2cccc([N+](=O)[O-])c2)n1 | -11 | -3 | 30%[activator] | -23% | 4% | 9% |
| COc1cc(/C=C(\NC(C)=O)C(=O)Nc2ccc(NC(C)=O)cc2)ccc1OC(C)=O | -3 | -4 | 45%[activator] | 1% | 0% | 2% |
| COc1ccc(CNC(=O)C2CCN(S(=O)(=O)N3CC(C)CC(C)C3)CC2)cc1 (configuration not stated) | -9 | -7 | 10% | 1% | -16% | 11% |
| Cc1cccc(N(C)C(=O)c2cnn(-c3ccccc3)c2C)c1 | 40* | 24* | 22% | -3% | -3% | 8% |
| COc1cc(OC)c(C2C(C#N)=C(N)OC3=C2C(=O)CC(C)C3)cc1OC (configuration not stated) | -5 | -4 | ? | 7% | -34% | ? |
| Cc1cccc(/C(N)=N/OC(=O)CCCc2ccccc2)c1 | 66* | 57* | -10% | 47%[activator] | 3% | . |
| COc1ccccc1CNC(=O)c1oc2ccc(S(=O)(=O)N3CCOCC3)cc2c1C | 19 | -1 | 1% | ? | -6% | 3% |
| O=C1CCCC2=C1C(O)(C(F)(F)F)C(=O)N2Cc1ccccc1 (configuration not stated) | -3 | -4 | -10% | 20% | -7% | 0% |
| COc1ccc(N2C(N)=NC(N)=NC23CCCC3)cc1 | -14 | -3 | 102%[activator] | 0.93µM* | -2% | -2% |
| FCCCOc1ccc(-c2nccc(-c3ccc(Br)cc3)n2)cc1 | 23 | 8 | 87%[activator] | 7% | 4% | 4% |
| CCN(CC)C(=O)CSc1nc2[nH]ncc2c(=O)[nH]1 | -7 | -4 | 40%[activator] | ? | -1% | 5% |
| COc1cccc(C2CC(c3ccc(C)cc3)=NN2C(=O)c2ccccc2F)c1OC (configuration not stated) | -5 | 9 | 4.1µM* | 5.2µM* | 1% | 2% |
| O=C(CN1CCOCC1)Nc1ccc(S(=O)(=O)N2CCCCCC2)cc1 | 4 | 1 | . | -22% | -27% | 1% |
| O=C(c1cccs1)C1C(c2ccc(Br)cc2)NC(=S)NC1(O)C(F)(F)F (configuration not stated) | 69* | 29* | 80%[activator] | 80%[activator] | -8% | 5% |
| O=C(NCCc1cccc(Cl)c1)c1cccnc1 | 142* | 57* | 152%[activator] | 79%[activator] | 0% | -21% |
| Cc1cc2nc(C3CCCN(C(=S)Nc4ccccc4C)C3)[nH]c2cc1C (configuration not stated) | 28 | 33* | 28% | 24% | -17% | -2% |
| Cc1nc2ccccc2nc1Nc1cccc(Cl)c1 | 10 | 6 | 54%[activator] | 19% | 2% | 2% |
| N/C(=N\OC(=O)c1cccc([N+](=O)[O-])c1)c1ccccn1 | 114* | 37* | ? | 365%[activator] | -3% | -7% |
| Cc1c(C(=O)NCc2ccc3c(c2)OCO3)oc2ccc(S(=O)(=O)N3CCCCCC3)cc12 | -12 | -3 | ? | 13µM* | 3% | 6% |
| COc1cc(C(C)=O)ccc1OCC(O)CN1CCN(c2c(C)cccc2C)CC1 (configuration not stated) | -9 | -2 | ? | -28% | -14% | 11% |
| COc1ccc(/C=N/NS(=O)(=O)c2ccccc2)cc1OC(=O)c1ccc(C)cc1 | -10 | -1 | 67%[activator] | 35%[activator] | -1% | -12% |
| COc1cccc(C(=O)C[n+]2cccc3cc(OC)ccc32)c1 | . | . | ? | 10µM* | -23% | . |
| COc1ccc(N=CC=C2OC(C)(C)C(C)(C)O2)cc1OC | 24 | 9 | -27% | -22% | -28% | ? |
| Cc1ccc(C(=O)Nc2cccc(-c3ccc(N4CCOCC4)nn3)c2)cc1C | . | . | ? | ? | 3% | . |
| CCOc1ccc(-c2cc(CCCC(=O)NCc3ccc(C)cc3)no2)cc1 | 2 | -3 | ? | . | -27% | 6% |
| COc1ccc2[nH]c(=O)c(CN(CCCN(C)C)C(=O)Nc3ccccc3)cc2c1 | -9 | -2 | 44%[activator] | ? | 0% | -1% |
| CS(=O)(=O)c1nc(S(=O)(=O)c2ccc(Cl)cc2)c(NCCCn2ccnc2)s1 | -3 | 2 | 5.9µM* | -14% | -23% | . |

A stretch of the results above, as a working copy:
| SMILES | Shiga toxin inh | CHX counter | Pf growth 96h | Pf growth 48h | Sm TGR inh | Giardia FBPA inh |
| --- | --- | --- | --- | --- | --- | --- |
| Cc1ccc(C(=O)Nc2cccc(-c3ccc(N4CCOCC4)nn3)c2)cc1C | . | . | ? | ? | 3% | . |
| CCOc1ccc(-c2cc(CCCC(=O)NCc3ccc(C)cc3)no2)cc1 | 2 | -3 | ? | . | -27% | 6% |
| COc1ccc2[nH]c(=O)c(CN(CCCN(C)C)C(=O)Nc3ccccc3)cc2c1 | -9 | -2 | 44%[activator] | ? | 0% | -1% |
| CS(=O)(=O)c1nc(S(=O)(=O)c2ccc(Cl)cc2)c(NCCCn2ccnc2)s1 | -3 | 2 | 5.9µM* | -14% | -23% | . |

New compounds follow.
| SMILES | Shiga toxin inh | CHX counter | Pf growth 96h | Pf growth 48h | Sm TGR inh | Giardia FBPA inh |
| --- | --- | --- | --- | --- | --- | --- |
| O=C(CSc1ncn[nH]1)Nc1cc(S(=O)(=O)N2CCCC2)ccc1Cl | -11 | -1 | -18% | -14% | 17% | -3% |
| Cc1ccc(-c2nc(C#N)c(N3CCCCC3)o2)cc1 | 22 | 2 | -20% | . | -25% | 1% |
| CC(C)NC(=O)NC(=O)COC(=O)c1ccc(NC(=O)CC#N)cc1 | -6 | -3 | ? | -21% | -2% | 4% |
| CC1CCc2sc3nc(N4CCN(CCO)CC4)n4ncnc4c3c2C1 (configuration not stated) | 36 | 23* | 63%[activator] | 17% | -2% | 9% |
| CN(C)CCCOc1nn(Cc2ccccc2)c2ccccc12 | -5 | -2 | 3% | ? | 0% | ? |
| CN1C(=O)N(c2cccc3ccccc23)C(n2cncn2)C1(C)C (configuration not stated) | -18 | -2 | 52%[activator] | 10% | -9% | 1% |
| O=C(C1CCN(S(=O)(=O)N2CCC3(CC2)OCCO3)CC1)N1CCc2ccccc2C1 | -10 | -2 | 5.2µM* | . | 2% | 2% |
| O=C(NC(=S)N1CCOCC1)c1cn(-c2ccccc2)nc1-c1ccc(F)cc1 | . | . | 12µM* | ? | -14% | . |
| COc1ccccc1C(=O)N/C(=C\c1ccc2c(c1)OCO2)C(=O)NCCc1nc2ccccc2[nH]1 | -14 | -1 | -19% | -13% | -11% | 6% |
| COc1ccc(C2C(C(=O)N3CC(C)CC(C)C3)c3ccccc3C(=O)N2C)cc1 (configuration not stated) | -15 | -2 | ? | -26% | -14% | 8% |
| CCOc1cccc(/C=N/NC(=S)Nc2cc(S(=O)(=O)N3CCOCC3)ccc2N2CCOCC2)c1O | 20 | 16 | ? | ? | -2% | 10% |
| O=C(COc1ccccc1C(=O)c1cnn(-c2ccccc2)c1)Nc1ccccc1 | 78 | 21* | -10% | 128%[activator] | 6% | 2% |
| NC(=O)NC1NC(=O)NC1=O (configuration not stated) | 19&3 | -6&-3 | ? | -2% | -1% | -2%&-2% |
| CCN(CC)S(=O)(=O)c1ccc(NC(=O)Nc2cccc(C(F)(F)F)c2)cc1 | -28 | -4 | . | 5.2µM* | 4% | 0% |
| O=C(COC(=O)C12CC3CC(CC(O)(C3)C1)C2)Nc1ccccc1OC(F)F | 4 | 11 | -57% | -28% | -2% | -3% |

Going on with the list.
Order of results: Shiga toxin inh | CHX counter | Pf growth 96h | Pf growth 48h | Sm TGR inh | Giardia FBPA inh
- COc1cc(C(CC(=O)O)n2cnnn2)ccc1OC(C)C (configuration not stated)
 : 9 | 15 | 29% | 34%[activator] | 4% | 13%
- Cc1cccc(Cn2c(-c3ccc[nH]c3=O)nc3ccccc32)c1
 : 3 | 2 | 5% | 12% | -1% | 2%
- CCNC[C@H](O)c1cccc(O)c1
 : . | . | -20%[12.8 µM] | -9%[12.8 µM] | . | -1%[21.7 µM]
- CCOc1ccc2c(c1)C(C)=CC(C)(C)N2S(=O)(=O)c1ccc(F)cc1
 : . | -1 | ? | -16% | 8% | 7%
- O=C(O)Cn1nc2c3c(cccc3c1=O)-c1ccccc1-2
 : -3 | 0 | -6% | 15% | -29% | 2%
- O=c1c(OC2OC(CO)C(O)C(O)C2OC2OC(CO)C(O)C(O)C2OC2OC(CO)C(O)C(O)C2O)c(-c2ccc(O)c(O)c2)oc2cc(O)cc(O)c12 (configuration not stated)
 : -9 | -3 | -7% | -2% | ? | ?
- CCn1c(SCC(=O)N/N=C/C=C\c2ccccc2[N+](=O)[O-])nc2ccccc21
 : -12 | -3 | 44%[activator] | ? | 0% | -4%
- COc1ccc(NS(=O)(=O)N2CCOCC2)cc1
 : -8 | 0 | ? | ? | -23% | .
- CCc1oc(C(=O)OC)cc1CSC(=N)N
 : 12 | 0 | ? | ? | 20µM* | 18µM*
- Cc1ccccc1-c1nn[nH]n1
 : -9 | -6 | 8% | . | -21% | -9%
- C/C(=N\NC(=O)c1cccc(Cl)c1)C1C(=O)c2ccccc2C1=O
 : 73* | 52* | ? | 35%[activator] | -13% | -28%
- CCC(C)NC(=O)c1cn(CC)c2ccc(S(=O)(=O)N(C)C)cc2c1=O (configuration not stated)
 : -7 | -3 | ? | ? | 5% | -3%
- CCC(C)CCCCC(=O)N[C@@H](CCN)C(=O)N[C@H](C(=O)N[C@@H](CCN)C(=O)N[C@H]1CCNC(=O)C([C@@H](C)O)NC(=O)[C@@H](CCN)NC(=O)[C@H](CCN)NC(=O)[C@H](CC(C)C)NC(=O)[C@@H](CC(C)C)NC(=O)[C@H](CCN)NC1=O)[C@@H](C)O (some centres not stated)
 : -12 | 6 | . | . | . | -2%
- Cc1ccc(OCC(=O)Nc2cccc(S(=O)(=O)N3CCCCCC3)c2)c([N+](=O)[O-])n1
 : 9 | 1 | -16% | ? | -12% | -3%
- O=[N+]([O-])c1cc2c(cc1CN1CCN(c3ccccc3)CC1)OCO2
 : . | 35* | ? | 30%[activator] | 0% | -1%
- COc1ccc(CN(C)C(=O)c2oc3ccccc3c2CSC)cc1F
 : -5 | -6 | -1% | 3% | -9% | -1%
- Cc1ccc(C(=O)Nc2c[nH]c(=O)[nH]c2=O)cc1
 : . | 16 | 8% | 36%[activator] | 7% | 10%
- O=C(OCCc1cc2ccccc2c(=O)o1)c1cccc(Br)c1
 : . | . | 21% | ? | -29% | .
- S=C1NCCOCCOCCOCCOCCN1
 : -16 | -5 | . | 13% | 1% | -15%
- Nc1ccc(Br)cc1C(=O)O
 : -9 | -6 | ? | -2% | 3% | 0%
- O=C1Nc2ccc(Cl)cc2C(c2ccccc2Cl)=NC1O (configuration not stated)
 : 0 | -2 | 68%[activator] | 2% | . | -22%
- Cc1ccc(CNC(=O)CNS(=O)(=O)c2cccc3nsnc23)cc1
 : -5 | -2 | 97%[activator] | 21% | 5% | 0%
- O=C(COc1cc2oc(=O)cc(-c3ccccc3)c2cc1Cl)NCc1ccccn1
 : 34 | -3 | -6% | -5% | -8% | 18%
